Source: PubChem
KOR beta-arrestin-1: KOR antagonists, beta-arrestin recruitment, cell-based, luminescence, uHTS (AID 1778); KOR beta-arrestin recruitment, luminescence, antagonist mode; higher % means a stronger effect; inhibition, % at 10 µM, or IC50 in µM where a hit was titrated; actives 0.091% (n = 290,000); in the data active = inhibition above about 50%; note: strong numbers were not always called active
T cell modulator: T cell immune modulation candidate. 2C CD8+ T cell-vesicle binding, flow cytometry; hits give low values. calls only at 7 µM. actives 0.068% (n = 330,000);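 active = response, share of CD8 T cells binding vesicles, and their 90th percentile fluorescence all below set limits, cut at about 80% in these data, passing the limit was not always enough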
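Assay system – 2C mouse CD8+ T cells · Also added – QL9-loaded Drosophila micro-vesicles · Timing – Cell–vesicle co-incubation 1.5 h at 37 °C, staining 20 min on ice · Signal – flow cytometry of vesicle-bound cells · Measure – percent CD8+ FL2 mean versus row control · Controls – Peptide-free naked vesicles (low) and QL9 vesicles with 0.7% DMSO vehicle (high)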
GPR55 beta-arrestin: GPR55 agonists via beta-arrestin recruitment, primary screen, imaging, U2OS cells, beta-arrestin-GFP redistribution (AID 1961) | U2OS GPR55 beta-arrestin-GFP redistribution imaging; higher % means a stronger effect | activation, % at 10 µM; hits with a dose series show EC50 in µM | actives 0.048% (n = 290,000);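 active = activation above 40% with more than 50 cells counted in the well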;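 note: U2OS osteosarcoma cells stably expressing GPR55 and beta-arrestin-GFP; plate controls were DMSO negative control for no effect and LPI positive control for full effect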
West Nile antiviral: inhibition of WNV-induced cytopathic effect – cell-based, CPE readout (AID 1621); one-dose CPE inhibition, % at 10 µM; IC50 in µM for titrated hits; West Nile virus-infected cells, CPE inhibition; higher % means a stronger effect; actives 0.02% (n = 290,000); in the data active = a potency from the dose series; note: strong numbers were not always called active
KOR beta-arrestin-2: KOR agonists, beta-arrestin recruitment, primary screen, cell-based, luminescence, uHTS (AID 1777); KOR beta-arrestin recruitment, luminescence; higher % means a stronger effect; one-dose activation, % at 10 µM; EC50 in µM for titrated hits; actives 0.02% (n = 280,000); in the data active = activation above about 50%, passing the limit was not always enough; note: a part of the inactive calls stands beside numbers as strong as those of hits
NTR1 agonist: NTR1-driven beta-arrestin-GFP spot formation – imaging, U2OS cells, high content, primary screen (AID 493036). P30989. agonist mode. activation, % at 20 µM. actives 0.17% (n = 330,000);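 active = activation at or above 40% of the spot to cytoplasm intensity ratio, with at least 20 cells analyzed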;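 note: 0% = DMSO without peptide and 100% = 100 nM NTR1 peptide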
Target sequence (P30989 whole entry, looked up): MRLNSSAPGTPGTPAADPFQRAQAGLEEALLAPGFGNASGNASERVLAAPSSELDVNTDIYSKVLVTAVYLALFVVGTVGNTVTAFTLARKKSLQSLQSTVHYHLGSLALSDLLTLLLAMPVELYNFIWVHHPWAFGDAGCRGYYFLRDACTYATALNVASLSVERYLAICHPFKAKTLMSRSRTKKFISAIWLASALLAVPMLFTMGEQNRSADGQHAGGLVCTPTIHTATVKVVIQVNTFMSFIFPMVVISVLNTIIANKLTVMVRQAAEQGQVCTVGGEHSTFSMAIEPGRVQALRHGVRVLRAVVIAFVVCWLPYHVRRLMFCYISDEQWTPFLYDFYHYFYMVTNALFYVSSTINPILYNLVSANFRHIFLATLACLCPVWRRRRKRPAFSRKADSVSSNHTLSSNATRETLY
Salmonella PhoP GFP: inhibitors of PhoP regulon expression, primary screen, Salmonella Typhimurium, GFP reporter (AID 1863) | one-dose inhibition, % at 50 µM; IC50 in µM for titrated hits | actives 0.16% (n = 300,000) | S. Typhimurium PhoP-regulated promoter GFP reporter, 4 h; higher % means a stronger effect;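 active = inhibition over 29.93%, a cutoff 3 SD above the screen mean, later confirmed by dose response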;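 note: 0% = low Mg2+ inducing control and 100% = high Mg2+ repressing control; strong numbers were not always called active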
GPR35 antagonists: GPR35 antagonists blocking zaprinast-driven arrestin recruitment, primary screen, imaging, U2OS, beta-arrestin-GFP, zaprinast agonist (AID 2058). U2OS GPR35 beta-arrestin-GFP translocation imaging, zaprinast antagonism; higher % means a stronger effect. inhibition, % at 10 µM, or IC50 in µM where a hit was titrated. actives 0.052% (n = 290,000);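 active = inhibition of at least 50% with at least 30 cells and total cytoplasm GFP at most 10,000,000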
GPR55 LPI antagonism: inhibition of LPI-stimulated GPR55 beta-arrestin translocation – imaging, U2OS, beta-arrestin-GFP, LPI agonist, primary screen (AID 2013). actives 0.13% (n = 290,000). U2OS GPR55 beta-arrestin-GFP translocation imaging, LPI antagonism; higher % means a stronger effect. inhibition, % at 10 µM; hits with a dose series show IC50 in µM;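 active = spots per cell inhibited over 60%, with over 100 cells counted and total cytoplasm intensity under 500,000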;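 note: U2OS cells stably carrying GPR55 and arrestin-GFP stimulated by 5 µM LPI near EC80; imaged beta-arrestin-GFP aggregate spots per cell after agonist stimulation; plate controls were LPI-stimulated DMSO wells for no effect and DMSO wells without LPI for full effect; some results filed as inactive read as strong as hits; confirmed hits need IC50 under 10 µM and bright autofluorescent wells are also inconclusive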
T cell modulator vesicle-bound %: recorded beside T cell modulator, whose call it bears; double positive events, %; measured here: CD8+ vesicle-bound cell fraction;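 binding gate set so that unloaded-vesicle control wells show 10% double positive cells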
NTR1 agonist cell count 20 µM: recorded beside NTR1 agonist, whose call it bears; cell count; measured here: cell count, cytotoxicity flag
The depositor's hits bear a star; i = inactive; x = no result given; [ ] = remark or other dose.

SMILES	KOR beta-arrestin-1	T cell modulator	T cell modulator vesicle-bound %	GPR55 beta-arrestin	West Nile antiviral	KOR beta-arrestin-2	NTR1 agonist	NTR1 agonist cell count 20 µM	Salmonella PhoP GFP	GPR35 antagonists	GPR55 LPI antagonism
O=C(OC1CCOC1=O)c1cccc(S(=O)(=O)Nc2ccc(F)cc2)c1 (stereo unspecified)	5%	i	6	-0.3%	-0.6%	5.9%	0.6	56	13%	-3%	8%
Cc1ccc(NC(=O)Cn2ccc([N+](=O)[O-])n2)cc1Cl	10%	i	62	-0.2%	0.2%	-3.3%	1.5	55	3%	5%	0%
Cc1ccc2c(Cl)c(C(=O)NCC(c3ccco3)N3CCCC3)sc2c1 (stereo unspecified)	-28%	i	22	0.0%	0.4%	6.7%	5.0	70	1%	7%	1%
CCCCNC(=O)C(c1ccc(-c2ccccc2)cc1)N(CCN1CCOCC1)C(=O)CCCCCN1C(=O)NC(c2ccc([N+](=O)[O-])cc2)C(C(=O)OCc2ccccc2)=C1C (stereo unspecified)	21%	x	x	-0.1%	-0.9%	1.0%	x	x	7%	-2%	3%
COc1ccc(NC(=O)C2(N(CC(C)C)C(=O)Cn3nnnc3N)CCCCC2)cc1	28%	i	28	-0.1%	x	-6.5%	-2.7	55	-2%	-2%	-9%
CCOc1ccc(NC(=O)Cc2ccc(S(=O)(=O)N3CCOCC3)s2)cc1OCC	-3%	i	56	0.8%	0.0%	1.3%	1.2	53	-4%	-12%	2%
COc1ccc(CCNC(=O)COc2ccc(C)nc2[N+](=O)[O-])cc1	-28%	i	26	-0.4%	-0.6%	0.5%	-0.9	26	1%	-13%	-4%
CCn1c2ccccc2c2cc(NC(=O)c3ccccc3[N+](=O)[O-])ccc21	-7%	i	49	-0.3%	0.8%	1.3%	7.2	60	-11%	1%	-11%
CC(C(=O)N1CCN(c2ccccc2)CC1)c1ccc([N+](=O)[O-])cc1 (stereo unspecified)	-17%[20 µM]	i	58	-0.4%	-1.3%	-3.2%	0.5	68	-6%	-19%	1%
CCOC(=O)C1=C(CSc2nc(-c3ccccc3)ccc2C#N)OC(N)=C(C#N)C1c1ccccc1 (stereo unspecified)	-1%	i	51	-0.1%	-0.3%	2.7%	-2.0	70	-6%	8%	10%
COC(=O)/C=C1/SC(=NC(=O)c2ccc(F)cc2)NC1=O	13%	i	30	0.9%	0.1%	-4.3%	-1.2	54	-3%	16%	-10%
Cc1ccc2c(c1)C1CN(C)CCC1N2C(=S)NC(=O)c1ccc(Cl)cc1Cl (stereo unspecified)	x	i	29	0.0%	-0.1%	x	-1.2	51	-9%	-3%	-6%
Cc1ccc2nc(NC3=NCN(C4CCCCC4)CN3)nc(C)c2c1	7%	x	x	-0.2%	x	-0.2%	x	x	x	12%	1%
Cc1ccnc2nc(C(=O)NC3CCCc4ccccc43)nn12 (stereo unspecified)	-14%	i	41	-0.2%	0.2%	2.8%	-0.7	68	0%	-10%	-4%
Cc1cc(-c2nnc(CCC(=O)N3CCN(Cc4cccnc4)CC3)o2)c(C)o1	-2%[20 µM]	i	48	0.0%	0.2%	x	0.0	57	1%	9%	6%
COc1cc(CNc2ccc(N3CCN(C(C)=O)CC3)cc2)ccc1OCc1ccc(F)cc1	-33%[20 µM]	i	24	0.3%	-1.0%	-3.7%	x	x	2%	4%	5%
Cn1ncc([N+](=O)[O-])c1C(=O)Nc1ccccc1	-15%[20 µM]	i	55	-0.2%	0.3%	-2.9%	-1.3	59	2%	-3%	6%
CCOc1ccc(NC(=O)CCN2CCN(S(=O)(=O)c3ccc(OC)cc3)CC2)cc1	-7%	i	8	-0.1%	-0.8%	5.6%	-0.7	47	25%	22%	0%
CCCCNc1ncnc2c1cnn2-c1ccccc1	-10%	i	40	0.1%	0.6%	-2.4%	-0.4	42	3%	-17%	-23%
CCOC(=O)C(=O)Nc1nnc(CCc2ccccc2)s1	19%	i	43	-0.5%	0.0%	-3.4%	-0.9	82	-7%	-9%	9%
C=CCN1C(=O)CN=C1Nc1ccc(F)cc1	-29%[20 µM]	i	43	0.0%	0.5%	x	0.9	54	-5%	29%	8%
COc1ccc(Cc2nnc(NC(C)=O)s2)cc1	6%[20 µM]	i	48	-0.1%	0.0%	x	-1.0	31	0%	16%	9%
COC(=O)c1ccccc1-c1ccc(/C=C2\C(=O)N(c3ccccc3)N=C2c2ccccc2)o1	-2%	i	56	0.2%	0.3%	15%	-3.8	89	2%	8%	2%
Cc1c(Cl)cccc1NC(=S)NCCC(c1ccccc1)c1ccccc1	6%	i	45	1.0%	0.7%	2.5%	3.2	69	-6%	-1%	5%
O=C(Cn1cnc2c(nnn2Cc2ccccc2F)c1=O)NCc1ccco1	-22%	i	39	-0.1%	x	1.7%	1.6	81	-4%	-4%	-2%
COc1ccc(NC(=O)C2CCCN2S(=O)(=O)c2ccc(Cl)cc2)cc1 (stereo unspecified)	12%	i	36	0.0%	-0.8%	-3.1%	-0.8	36	3%	2%	2%
CN1CCN(C(=O)CCc2ccc(S(=O)(=O)NC3CCCCC3)cc2)CC1	27%	i	49	-0.4%	-0.3%	1.4%	3.3	39	4%	1%	7%
C=CCN(CC=C)C(=S)Nc1cc(Cl)ccc1OC	-12%	i	40	0.0%	-1.1%	-1.0%	0.1	49	-9%	-15%	-8%
BrC(=C\c1ccccc1)/C=N/N1CCN(c2ccccn2)CC1	-5%	i	36	-0.4%	0.0%	0.6%	2.9	49	33%	-16%	-12%
Cn1nc(C(F)(F)F)c(-c2ccc(Br)cc2)c1NC(=O)c1cccnc1	12%	i	25	0.0%	-0.3%	5.1%	0.5	49	1%	-4%	7%
O=C(COc1cccnc1[N+](=O)[O-])N1CCN(C(=O)c2ccco2)CC1	2%	i	54	0.0%	0.9%	-12%	0.9	65	-6%	3%	-3%
CC(=O)OC1CC2(C)C(=O)CCC2C2CCc3cc(O)ccc3C12 (stereo unspecified)	-15%	i	28	0.3%	0.9%	4.2%	0.0	55	4%	10%	0%
Cc1ccc(C(=O)OCC(=O)N2CCc3ccccc32)cc1	10%	i	50	-0.1%	0.2%	0.5%	-4.2	81	-6%	1%	x
Cc1ccccc1OCC(O)CN1C(=O)c2ccccc2C1=O (stereo unspecified)	41%	i	54	-0.1%	0.3%	-6.3%	1.5	55	0%	-8%	2%
O=C(O)COc1ccccc1/C=N/NC(=O)CSc1nnc(SCc2ccccc2)s1	16%	i	40	-0.1%	0.2%	-0.4%	5.6	49	-3%	-1%	5%
Cc1cccn2c(CN(C)C3CCOC3)c(C(=O)N3CCCCC3)nc12 (stereo unspecified)	-40%[20 µM]	i	24	-0.1%	-0.3%	-4.3%	-0.3	52	7%	14%	-4%
O=C(OCC(=O)N1CCCCCC1)c1ccc(S(=O)(=O)N2CCOCC2)cc1	-37%	i	27	-0.3%	1.1%	1.3%	-0.2	43	-6%	-10%	-9%
O=C1c2ccccc2COc2ccc(O)cc21	-4%	i	33	0.0%	1.0%	0.2%	-3.9	80	14%	6%	-9%
O=[N+]([O-])c1ccc2nc(NS(=O)(=O)c3ccccc3[N+](=O)[O-])sc2c1	-29%	i	20	-0.1%	-0.3%	9.9%	-1.2	49	-3%	-4%	-6%
Cc1ccccc1OCCN1CCCC1	-10%	i	48	-0.1%	-0.5%	-1.8%	-0.6	70	6%	14%	-8%
COc1ccc2[nH]c(=O)c(CN(CCCN(C)C)C(=O)Nc3ccccc3)cc2c1	-2%	i	58	-0.2%	-0.1%	5.9%	-0.7	54	1%	-3%	0%
O=c1c2cc(Cl)ccc2nc(-c2ccccc2)n1O	4%	i	50	-0.3%	0.3%	-5.1%	3.0	61	1%	9%	3%
O=C(COC(=O)Cc1ccsc1)NCC12CC3CC(CC(C3)C1)C2	-4%	i	42	-0.1%	-0.3%	-4.5%	0.5	88	-4%	17%	6%
CC(=O)NC(Cc1ccccc1C)C(=O)NC1CCN(C(=O)NCc2ccccc2)CC1 (stereo unspecified)	-42%	x	x	-0.1%	-0.1%	-2.9%	-0.5	50	x	-2%	8%
CC(C)n1c(SCC(=O)N2CCN(C)CC2)nc2c1c(=O)n(C)c(=O)n2C	-27%	i	28	0.0%	-0.3%	0.7%	0.8	46	3%	9%	-7%
Cc1ccccc1C(=O)NC(CC(C)C)C(=O)Nc1ccc(F)c([N+](=O)[O-])c1 (stereo unspecified)	22%	i	18	-0.2%	-1.2%	-0.5%	11	44	3%	-2%	7%
COc1cc(Cl)c(C)cc1NC(=O)CNC(=O)Cn1cnc2ccccc2c1=O	-22%	i	14	-0.1%	-0.4%	3.3%	-0.3	57	-8%	18%	-4%
CCOC(=O)Nc1ccc(C(=O)Oc2ccccc2)c(O)c1	-29%	i	30	0.1%	1.3%	0.8%	1.8	30	-11%	4%	24%
O=C(N/N=C/c1ccc(O)c([N+](=O)[O-])c1)c1ccncc1	2%	i	34	0.3%	0.7%	-0.3%	1.4	48	0%	2%	0%
Cc1cccc(NC(=O)c2cccc(OC(=S)N3CCOCC3)c2)c1C	0%	i	9	0.3%	-0.2%	-2.7%	-0.6	86	3%	3%	9%
COc1cc(CNCC(O)c2ccccc2)ccc1OCc1ccc(Cl)nc1 (stereo unspecified)	-8%	i	22	0.0%	-0.2%	5.0%	0.4	49	10%	2%	-18%
O=C1c2ccccc2C(=O)N1CCC(c1ccc(F)cc1)c1ccco1 (stereo unspecified)	-20%	i	13	0.3%	-0.3%	0.7%	-1.7	31	24%	7%	-5%
COc1cc(/C=C/c2nc3ccccc3c(=O)[nH]2)ccc1OC(F)F	18%	i	31	-0.1%	-0.6%	-6.6%	2.9	82	1%	-2%	13%
COc1cccc(C(=O)Nc2ccc(C(=O)O)cc2)c1	-26%	i	35	-0.3%	-0.3%	3.7%	7.4	75	-11%	18%	12%
